Gli-Sufu block = Gli-Sufu pathway antagonists, primary screen, luciferase luminescence, Sufu-KO-LIGHT cells, uHTS. Sufu-KO-LIGHT fibroblasts, Gli luciferase reporter luminescence. inhibition, % at 5 µM. actives 0.74% (n = 340,000);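 active = inhibition above about 55%, limit read from the data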;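 also: 0% = DMSO-treated cells and 100% = wells with medium but no cells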
ATG4B inh = ATG4B protease inhibitors, primary screen, biochemical, fluorescence, uHTS; Cysteine protease ATG4B (Homo sapiens), Q9Y4P1; ATG4B cleavage of LC3-PLA2, NBD-HPC fluorescence, 1 h; inhibition, % at 8.33 µM; actives 0.51% (n = 340,000); AID 504462, 2011; in the data active = inhibition above about 40%
UBC13 polyUb = UBC13 polyubiquitin chain formation inhibitors, primary screen, biochemical, TR-FRET, uHTS; Ubiquitin-conjugating enzyme E2 N (Homo sapiens), P61088; inhibition, % at 20 µM; actives 0.47% (n = 330,000); AID 485273, 2010; in the data active = inhibition above about 45%, passing the limit was not always enough
APJ agonist = agonists of human apelin receptor APJ, primary screen, CHO-K1 cells, PathHunter beta-arrestin, luminescence. P35414. 0% DMSO wells, 100% apelin. activation, % at 20 µM. actives 0.11% (n = 330,000). AID 2520, 2010;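 active = activation more than six SD over the plate average, tested at 20 µM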;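 also: 0% = DMSO alone and 100% = apelin-13 at 10 nM; some results filed as inactive read as strong as hits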
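assay system = CHO-K1 APJ beta-arrestin complementation cell line | input = cell density 1000 per well | dosing = compound 20 µM once, DMSO 1% | timing = compound 90 min 25 °C, reagent 1 h | measured by = luminescence from split beta-galactosidase complementation, Galacton Star/Emerald II substrate | read-out basis = APJ agonist activity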
APJ antagonist = antagonists of human apelin receptor APJ, primary screen, CHO-K1 cells, beta-arrestin complementation, luminescence. inhibition, % at 20 µM. actives 0.32% (n = 330,000). AID 2521, 2010;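 active = inhibition above about 40% at 20 µM, limit read from the data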;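 also: cells challenged with 10 nM apelin-13 agonist together with compound; plate controls were apelin-13 plus DMSO wells for no effect and DMSO wells lacking apelin-13 for full effect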
CCR6 antag = CCR6 receptor antagonists, primary screen, cell-based, CHO-K1, luminescence, beta-arrestin, uHTS; inhibition, % at 20 µM; CHO-K1 CCR6 PathHunter beta-arrestin, CCL20-stimulated; C-C chemokine receptor type 6 (Homo sapiens), P51684; actives 0.49% (n = 340,000);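 active = compounds whose inhibition of the agonist-driven luminescence signal at 20 µM reaches about 50%, limit read from the data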;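 also: cells stimulated with CCL20 at 14 nM final; plate controls were DMSO with CCL20 for no effect and DMSO without agonist for full effect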
Target sequence (P51684 whole entry, looked up): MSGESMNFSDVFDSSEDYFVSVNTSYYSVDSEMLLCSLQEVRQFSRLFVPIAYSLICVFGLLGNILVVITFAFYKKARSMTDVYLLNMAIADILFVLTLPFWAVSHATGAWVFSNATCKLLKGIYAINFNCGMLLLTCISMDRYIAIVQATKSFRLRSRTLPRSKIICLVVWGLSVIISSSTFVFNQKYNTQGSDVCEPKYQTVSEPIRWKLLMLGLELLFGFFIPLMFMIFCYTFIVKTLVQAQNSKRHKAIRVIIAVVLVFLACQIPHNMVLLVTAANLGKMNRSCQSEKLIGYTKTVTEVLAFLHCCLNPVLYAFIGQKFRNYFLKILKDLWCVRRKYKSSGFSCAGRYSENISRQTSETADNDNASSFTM
EBI2 block = EBI2 receptor antagonists, beta-arrestin recruitment, primary screen, cell-based, luminescence, 7a,25-OHC stimulation, uHTS | G-protein coupled receptor 183 (Homo sapiens), P32249 | 7a,25-OHC stimulated | inhibition, % at 5 µM | actives 0.81% (n = 360,000) | AID 651636, 2012; in the data active = inhibition above about 38%;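 also: enzyme fragment complementation signal reports receptor beta-arrestin coupling in cells; 0% = agonist plus DMSO wells and 100% = wells without agonist; some results beyond the cut were filed as inactive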
Target sequence (P32249 whole entry, looked up, the tested form may be a part): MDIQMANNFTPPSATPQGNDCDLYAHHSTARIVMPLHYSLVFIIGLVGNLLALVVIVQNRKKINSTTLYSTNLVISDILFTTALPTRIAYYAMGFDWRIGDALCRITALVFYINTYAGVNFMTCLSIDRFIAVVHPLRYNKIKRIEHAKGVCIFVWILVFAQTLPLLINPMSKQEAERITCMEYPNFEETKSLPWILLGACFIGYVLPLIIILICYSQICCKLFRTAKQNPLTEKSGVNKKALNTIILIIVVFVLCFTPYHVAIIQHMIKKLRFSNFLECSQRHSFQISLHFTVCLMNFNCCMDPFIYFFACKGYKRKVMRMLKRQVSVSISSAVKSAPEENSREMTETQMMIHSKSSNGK
CXCR6 inh = CXCR6 receptor inhibitors, primary screen, cell-based, beta-arrestin, luminescence, CHO-K1 PathHunter, 1536-well | C-X-C chemokine receptor type 6 (Homo sapiens), O00574 | actives 0.36% (n = 360,000) | AID 602244, 2012 | inhibition, % at 20 µM; in the data active = inhibition above about 34%, passing the limit was not always enough;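 also: antagonist mode with CXCL16 agonist at 10 nM final; 0% = 10 nM CXCL16 with DMSO and 100% = unstimulated wells without agonist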
Target sequence (O00574 whole entry, looked up): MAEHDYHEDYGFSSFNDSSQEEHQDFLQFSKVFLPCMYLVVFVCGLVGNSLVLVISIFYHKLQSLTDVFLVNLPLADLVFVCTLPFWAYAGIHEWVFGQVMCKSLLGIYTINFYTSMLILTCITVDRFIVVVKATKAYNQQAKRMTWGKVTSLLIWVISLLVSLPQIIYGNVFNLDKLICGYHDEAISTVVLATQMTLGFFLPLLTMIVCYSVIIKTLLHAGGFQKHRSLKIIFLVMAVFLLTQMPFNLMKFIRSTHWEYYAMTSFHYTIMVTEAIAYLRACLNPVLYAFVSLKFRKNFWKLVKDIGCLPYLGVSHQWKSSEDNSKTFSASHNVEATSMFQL
Active calls of the source: *; . = not tested or not shown.

Preview:
Every second line gives: Gli-Sufu block	ATG4B inh	UBC13 polyUb	APJ agonist	APJ antagonist	CCR6 antag	EBI2 block	CXCR6 inh
(1) CN1CCN(C(=O)c2ccccc2-c2nc(-c3ccccc3)no2)CC1
 : 10	-4	4	-2	16	11	5	2
(2) Cc1cc(CC(C)C)n(-c2nc3ccccc3c(=O)n2OCc2ccccc2)n1
 : 13	-2	-2	-5	17	15	21	4
(3) Cc1c(C(=O)OCC(=O)Nc2ccc(C(N)=O)cc2)cccc1[N+](=O)[O-]
 : 16	-10	4	-6	-7	-2	4	-1
(4) COc1ccc(CC(=O)Nc2ccccc2C(C)=O)cc1S(=O)(=O)N1CCOCC1
 : -4	-6	-2	-4	13	12	6	11
(5) O=C(Nc1ccccc1)c1ccc(NC2CCCCC2)c(S(=O)(=O)N2CCOCC2)c1
 : 5	-2	3	-3	-13	6	14	12

All compounds of this part (from the top)
Every second line gives: Gli-Sufu block	ATG4B inh	UBC13 polyUb	APJ agonist	APJ antagonist	CCR6 antag	EBI2 block	CXCR6 inh
(1) CN1CCN(C(=O)c2ccccc2-c2nc(-c3ccccc3)no2)CC1
 : 10	-4	4	-2	16	11	5	2
(2) Cc1cc(CC(C)C)n(-c2nc3ccccc3c(=O)n2OCc2ccccc2)n1
 : 13	-2	-2	-5	17	15	21	4
(3) Cc1c(C(=O)OCC(=O)Nc2ccc(C(N)=O)cc2)cccc1[N+](=O)[O-]
 : 16	-10	4	-6	-7	-2	4	-1
(4) COc1ccc(CC(=O)Nc2ccccc2C(C)=O)cc1S(=O)(=O)N1CCOCC1
 : -4	-6	-2	-4	13	12	6	11
(5) O=C(Nc1ccccc1)c1ccc(NC2CCCCC2)c(S(=O)(=O)N2CCOCC2)c1
 : 5	-2	3	-3	-13	6	14	12
(6) COC(=O)C1(C)COP(=O)(NC23CC4CC(CC(C4)C2)C3)OC1 (centres undefined)
 : -3	-1	.	.	.	10	-7	8
(7) COC(=O)CNC(c1ccccc1)c1cc(Br)ccc1NC(=O)CNC(=O)OCc1ccccc1 (centres undefined)
 : 24	10	8	-5	-12	13	21	17
(8) CCCCCCCC1=CC2=CC(=O)C(C)(OC(C)=O)C(=O)C2=CN1CCc1ccccc1 (centres undefined)
 : 6	6	-34	1	-15	1	.	.
(9) O=C(CC1C(=O)NCCN1Cc1ccc(-c2ccccc2)cc1)NCC1CCOCC1 (centres undefined)
 : -4	13	6	-3	5	-1	-6	-3
(10) CCOC(=O)N1C(=O)[C@@](c2ccc(Cl)cc2)(C(C)C)N1C(=O)OCC
 : 2	-2	3	-6	16	18	18	21
(11) CC12CCC(C(=O)Nc3ccccc3-n3cccc3)(CC1=O)C2(C)C (centres undefined)
 : 6	-2	1	-1	-10	15	-2	2
(12) CC(Sc1cccc[n+]1[O-])C(=O)NC1CCCCC1C (centres undefined)
 : -8	1	-5	0	-6	-2	-1	6
(13) CCOCCCN(C)C1CCN(C(=O)c2oc3ccccc3c2NC(=O)COc2ccc(F)cc2)CC1
 : 33	1	2	0	-6	12	0	6
(14) Cc1cc(Br)ccc1NC(=O)CN(C)C(=O)CN1C(=O)NC2(CCCC2)C1=O
 : -17	5	0	-2	5	-2	-5	2
(15) COC(=O)C1=NN(C(=O)c2ccccc2)C(O)(c2ccc([N+](=O)[O-])cc2)C1 (centres undefined)
 : 17	-1	-21	-4	37	25	-5	23
(16) Cc1cccc(N2C(=O)c3cccc4cccc(c34)C2=O)c1
 : -18	0	-8	0	-22	2	-10	-2
(17) Cc1cccc(/C=N\N=C\c2cccc(C)c2)c1
 : -22	4	-11	-2	17	5	12	-4
(18) Cc1ccccc1NC(=O)C1CCCN1/C=C/C(=O)C(F)(F)F (centres undefined)
 : -1	-1	-8	-3	20	-4	-10	6
(19) CCCOC(=O)/C(=C\C=C\c1ccco1)NC(=O)c1ccccc1
 : -29	6	-19	-4	24	21	-12	8
(20) COC(=O)CSC1=C(C#N)C(c2ccccc2OC)C(C(=O)OC)C(=O)N1 (centres undefined)
 : 4	-7	-5	3	-25	8	-5	-6
(21) Nn1cnnc1N/N=C/c1cccc(Cl)c1Cl
 : .	0	-6	-2	-10	-1	1	-9
(22) CCOC(=O)C1=C(c2ccccc2)OC(N)=C(C#N)C1c1ccncc1 (centres undefined)
 : -8	-5	17	-4	11	-8	-3	7
(23) S=C(NCCc1ccccn1)Nc1ccc(Cl)cc1Cl
 : -4	-4	2	-1	10	0	2	6
(24) Cc1c(CC(=O)O)c(=O)oc2c(C)c(OCc3ccccc3Br)ccc12
 : 3	-3	-13	-2	17	0	-10	6
(25) Cc1ccnc(NC(=O)c2c(-c3ccccc3Cl)noc2C)c1
 : 9	-1	1	-1	2	9	0	10
(26) CCN(C(=O)COC(=O)c1n[nH]c2ccccc12)C1CCS(=O)(=O)C1 (centres undefined)
 : -12	-9	8	-2	-1	-4	-11	-5
(27) COc1ccc(N2CCN(C(=O)CSc3nc4cc(OC)c(OC)cc4cc3C#N)CC2)cc1
 : -9	-26	-4	5	-21	0	3	1
(28) CCc1cccc(-n2c(SCC(=O)c3c(N)n(C4CC4)c(=O)[nH]c3=O)nnc2N2CCOCC2)c1
 : -13	4	.	.	.	9	-17	-5
(29) COc1ccccc1CN(Cc1ccco1)S(=O)(=O)c1ccc(-n2cnnn2)c(OC)c1
 : 0	-6	-2	-2	2	4	27	11
(30) CC1CC(C)CN(C(=O)Cn2c(=O)c3cccn3c3cccnc32)C1 (centres undefined)
 : -9	-2	0	3	20	8	-6	5
(31) CN(c1ccccc1)S(=O)(=O)c1cc(C(=O)Nc2nc3ccccc3[nH]2)ccc1Cl
 : 5	-10	-9	-1	-19	21	7	6
(32) Cc1cccc(N/C=C/C(=C(C#N)C#N)N(C)C)c1
 : -26	11	5	-5	17	12	-1	-3
(33) O=C(c1cncc(Br)c1)N1CCCc2ccccc21
 : -5	2	6	-1	4	3	8	-1
(34) Cn1ccc(NC(=O)c2ccc(Cl)cc2)n1
 : -25	-13	2	-3	4	6	-6	2
(35) O=C(O)C(c1ccccc1)N1C(=O)/C(=C\c2ccc(-c3ccccc3Cl)o2)SC1=S (centres undefined)
 : 8	27	-82	-7	20	27	-1	22
(36) O=C(Nc1cccc(NC(=O)C2CCCO2)c1)C1CCCO1 (centres undefined)
 : -25	-7	-8	3	-4	-3	3	-8
(37) C=C(C)CSc1nnc([C@@H](NC(=O)OC(C)(C)C)C(C)CC)o1 (some centres undefined)
 : 94*	-5	3	-3	-2	11	1	4
(38) COc1ccc(C(=O)NC2CCN(CC(=O)Nc3c(C)cccc3C)CC2)cc1OC
 : -7	0	1	-2	13	1	10	-1
(39) COc1ccc(CCNc2ccncn2)cc1
 : 36	7	8	1	23	9	2	-2
(40) NS(=O)(=O)c1ccc(CCNC(=O)CN2CCN(Cc3cccc(C(F)(F)F)c3)CC2)cc1
 : 19	1	2	0	7	-3	-5	-2
(41) CC(C)n1nc(C(=O)OCC(=O)N(C)C2CCS(=O)(=O)C2)c2ccccc2c1=O (centres undefined)
 : 2	-22	10	-1	6	-2	-9	-4
(42) COc1ccc(S(=O)(=O)N2Cc3ccccc3CC2C(=O)Nc2ccc3c(c2)OCO3)cc1 (centres undefined)
 : -3	-5	-11	-1	2	7	-8	4
(43) CCC(=O)Nc1ccc(C(=O)N/N=C/c2ccc([N+](=O)[O-])cc2)cc1
 : 8	-9	-9	3	-4	-6	-11	-7
(44) CCOc1ccc(NC(=O)CCn2c(=S)oc3ccccc32)cc1
 : 10	-5	2	-2	-22	3	-1	4
(45) CSc1nc(C)cc(OCCNS(=O)(=O)c2ccc(C)cc2)n1
 : 2	-10	4	0	-2	0	0	-6
(46) COC(=O)CSc1nc2c(c(-c3ccco3)c1C#N)CCCC2
 : -1	-8	26	-3	3	7	6	-11
(47) CCCCC(=O)Nc1ccc(C(=O)c2ccccc2)cc1
 : -22	12	11	2	-10	13	0	-1
(48) O=C1Cc2cc(S(=O)(=O)Nc3ccc(F)cc3Cl)ccc2N1
 : 5	4	-10	0	0	-4	-8	-2
(49) COC(=O)c1sc(NC(=O)COc2ccccc2C)nc1C
 : -20	2	11	0	5	4	2	7
(50) CCN(Cc1ccccc1)S(=O)(=O)c1ccc2oc(C(=O)O)c(C)c2c1
 : -2	-2	7	-3	-6	-2	0	-7

Looked up one by one from the list above, three records:
Every second line gives: Gli-Sufu block	ATG4B inh	UBC13 polyUb	APJ agonist	APJ antagonist	CCR6 antag	EBI2 block	CXCR6 inh
(22) CCOC(=O)C1=C(c2ccccc2)OC(N)=C(C#N)C1c1ccncc1 (centres undefined)
 : -8	-5	17	-4	11	-8	-3	7
(45) CSc1nc(C)cc(OCCNS(=O)(=O)c2ccc(C)cc2)n1
 : 2	-10	4	0	-2	0	0	-6
(27) COc1ccc(N2CCN(C(=O)CSc3nc4cc(OC)c(OC)cc4cc3C#N)CC2)cc1
 : -9	-26	-4	5	-21	0	3	1

Further structures.
Every second line gives: Gli-Sufu block	ATG4B inh	UBC13 polyUb	APJ agonist	APJ antagonist	CCR6 antag	EBI2 block	CXCR6 inh
(51) CC(c1ccccc1)n1c(-c2cccs2)nc2c(c(=O)c3ccccc3n2C)c1=O (centres undefined)
 : 5	4	21	1	4	19	6	7
(52) COc1ccc(OCc2cc(=O)[nH]c3ccccc23)cc1
 : 27	-12	-10	0	-3	-1	-13	-7
(53) C=CCC(NCc1ccco1)c1ccc(OC)cc1 (centres undefined)
 : 2	-6	6	-10	10	10	0	-5
(54) O=C(Cn1c2ccccc2c(=O)c2ccccc21)Nc1cccc(F)c1
 : -8	11	4	-2	15	0	5	4
(55) CN(C(=O)COC(=O)c1ccccc1Cc1ccccc1)c1c(N)n(Cc2ccccc2)c(=O)[nH]c1=O
 : 2	-2	-1	0	12	11	-1	-1
(56) Cc1cc(C)nc(Nc2n[nH]c(-c3ccccc3N)n2)n1
 : -39	-6	9	5	-10	12	-2	-9
(57) O=C(CCCCn1c(=O)[nH]c2ccccc2c1=O)NC1CCN(Cc2ccccc2)CC1
 : 0	-3	28	-1	-5	-4	2	2
(58) COc1ccc(Cl)cc1NC(=O)C(C)N1CCN(c2ccccn2)CC1 (centres undefined)
 : -2	-5	11	-5	-2	1	10	10
(59) COc1ccc(NC(=O)NCc2ccc3c(c2)OCO3)cc1OC
 : -5	0	1	-2	18	-7	7	-6
(60) CCN(CC)CCN(C(=O)CCS(=O)(=O)c1ccccc1)c1nc2cc(OC)c(OC)cc2s1
 : -3	0	6	-5	-21	13	3	10
(61) CCS(=O)(=O)c1ccc(N)cc1
 : 3	-3	4	-2	16	-2	-15	22

Compound profiles (already shown). Order of screens: Gli-Sufu block	ATG4B inh	UBC13 polyUb	APJ agonist	APJ antagonist	CCR6 antag	EBI2 block	CXCR6 inh
Entry for CC(c1ccccc1)n1c(-c2cccs2)nc2c(c(=O)c3ccccc3n2C)c1=O (centres undefined) → 5	4	21	1	4	19	6	7
Entry for COc1ccc(OCc2cc(=O)[nH]c3ccccc23)cc1 → 27	-12	-10	0	-3	-1	-13	-7
Entry for COc1ccc(NC(=O)NCc2ccc3c(c2)OCO3)cc1OC → -5	0	1	-2	18	-7	7	-6
Entry for C=CCC(NCc1ccco1)c1ccc(OC)cc1 (centres undefined) → 2	-6	6	-10	10	10	0	-5
Entry for Cc1cc(C)nc(Nc2n[nH]c(-c3ccccc3N)n2)n1 → -39	-6	9	5	-10	12	-2	-9

Compound activity deposited in PubChem by Sanford-Burnham Center for Chemical Genomics.

Hits appear at their usual frequency, and some 3% of all compounds hit somewhere here.
